RGS4-Gao reg = modulates binding of RGS4 to human Galphao | binding response (% of control), % at 10 µM | Multiplexed bead flow cytometry; actives lie on both sides | 0.33% of 220,000 active | P09471; in the data active = binding response below about 49% or above about 150%; inactive = in between;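 note: fluorescent Galphao activated with aluminum fluoride binding bead-coupled RGS4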
Target sequence (P09471 whole entry, looked up): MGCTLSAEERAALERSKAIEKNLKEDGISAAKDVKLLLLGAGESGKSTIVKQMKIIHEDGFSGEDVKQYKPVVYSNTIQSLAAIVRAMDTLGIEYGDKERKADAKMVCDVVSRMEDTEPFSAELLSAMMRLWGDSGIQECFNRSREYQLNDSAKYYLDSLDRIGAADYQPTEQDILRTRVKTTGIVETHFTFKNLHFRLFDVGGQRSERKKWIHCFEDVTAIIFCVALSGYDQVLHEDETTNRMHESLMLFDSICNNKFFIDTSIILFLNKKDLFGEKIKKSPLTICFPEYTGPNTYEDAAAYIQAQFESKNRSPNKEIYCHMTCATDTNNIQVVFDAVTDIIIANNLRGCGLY
ABCB1 inh = blocks JC-1 efflux by human ABCB1 transporter; P08183; CCRF-Adr cells, flow cytometry; inhibition, % at 6.6 µM; 0.067% of 190,000 active; AID 1326; in the data active = inhibition above about 40%;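 note: 0% = vehicle and 100% = reference inhibitor; higher value means more JC-1 retained so stronger ABCB1 efflux block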
Bim-Bcl-XL = disrupts Bim peptide binding to human Bcl-XL; Q07817; bead flow cytometry, fluorescence; inhibition, % at 10 µM; 0.04% of 190,000 active
Target sequence (Q07817 whole entry, looked up): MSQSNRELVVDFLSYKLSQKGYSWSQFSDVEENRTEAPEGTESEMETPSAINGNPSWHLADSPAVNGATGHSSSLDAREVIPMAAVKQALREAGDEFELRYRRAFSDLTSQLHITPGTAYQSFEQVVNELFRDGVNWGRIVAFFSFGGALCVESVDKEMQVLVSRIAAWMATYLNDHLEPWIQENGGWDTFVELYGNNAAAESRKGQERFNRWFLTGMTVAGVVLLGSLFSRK
Bim-Bfl-1 = disrupts Bim binding to human Bfl-1. inhibition, % at 10 µM. AID 1008. 0.12% of 190,000 active. Q16548. Bead-based flow cytometry, Bim-Bfl-1 binding inhibition;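 note: 0% = wells without compound plus tracer and 100% = blocker peptide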
Avidin fluor = compound fluoresces at 488/530 nm on avidin beads | compound fluorescence 488/530 nm, flow cytometry; hits give high values | fluorescence (KMESF) at 10 µM | 0.38% of 220,000 active; in the data active = fluorescence above about 47; note: inactives centre near 10
Bcl-2 Bim block = inhibitors of Bim-Bcl-2 interaction, human; 0.06% of 190,000 active; Bead-based flow cytometry, Bim peptide-Bcl-2 binding; inhibition, % at 10 µM; in the data active = inhibition above about 40%; inconclusive = no clear call, values can overlap the other calls;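 note: 0% = no compound wells with probe peptide and 100% = reference peptide inhibitor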
Target sequence (P10415 whole entry, looked up): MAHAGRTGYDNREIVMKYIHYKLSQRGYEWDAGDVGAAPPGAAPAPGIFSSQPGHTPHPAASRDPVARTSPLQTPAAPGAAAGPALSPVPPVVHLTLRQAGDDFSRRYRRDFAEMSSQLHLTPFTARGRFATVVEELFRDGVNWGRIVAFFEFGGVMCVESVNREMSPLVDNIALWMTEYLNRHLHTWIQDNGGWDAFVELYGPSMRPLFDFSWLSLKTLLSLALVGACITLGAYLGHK
GSH bead fluor = GSH bead compound fluorescence profile. GSH beads flow cytometry, compound fluorescence 488/530 nm; hits give high values. fluorescence (KMESF) at 10 µM. 0.25% of 190,000 active; in the data active = fluorescence above about 89;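 note: glutathione beads carrying GST-tagged Bcl family fusion proteins plus one bare bead set; values are compound well signal with DMSO vehicle wells as background; inactives centre near 16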
Bcl-B Bim block = human Bim-Bcl-B interaction inhibition | Q9HD36 | 0.073% of 190,000 active | inhibition, % at 10 µM | bead-based flow cytometry, Bim peptide-Bcl-B binding;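 note: 0% = tracer peptide without compound and 100% = reference inhibitor peptide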
RGS7-Gao = modulates binding of RGS7 to human Galphao | P09471 | Multiplexed bead flow cytometry; actives lie on both sides | binding response (% of control), % at 10 µM | 0.35% of 220,000 active | AID 1439; in the data active = binding response below about 49% or above about 150%; inconclusive = no clear call, values can overlap the other calls; inactive = in between;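 note: fluorescent Galphao held in activated GDP-AlF4 state binding bead-coupled RGS7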
ABCG2 inh = inhibitors of human ABCG2 transporter, ABCB1 counter-screen. IgMXP3 cells, JC-1 efflux, flow cytometry. AID 1325. 0.1% of 190,000 active. Q9UNQ0. inhibition, % at 6.6 µM;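 active = inhibition above 80%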;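 note: 0% = DMSO and 100% = nicardipine control wells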
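Test system: IgMXP3 cells (ABCG2) mixed with DDAO far-red-labelled CCRF-Adr cells (ABCB1). Reagent: JC-1 transporter substrate. Compound dosing: single test compound dose, 6.6 µM final. Times: 10 min compound exposure, 25 °C. Detection: flow cytometry of retained JC-1 fluorescence. Read-out basis: efflux inhibition in percent versus controls. Controls: nicardipine and DMSO wells.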
Bim-Bcl-W = inhibitors of Bim-Bcl-W interaction, human | Q92843 | bead-based flow cytometry, Bim peptide-Bcl-W binding | inhibition, % at 10 µM | 0.02% of 190,000 active | AID 952;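 note: 0% = bound tracer without compound and 100% = peptide blocker; higher means less fluorescent Bim peptide bound to Bcl-W beads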
* = called active by the depositor; ? = inconclusive; · = no result given. Cut-off read from the data, not from the text of the source, unless noted: active = inhibition above about 40%.

SMILES	RGS4-Gao reg	ABCB1 inh	Bim-Bcl-XL	Bim-Bfl-1	Avidin fluor	Bcl-2 Bim block	GSH bead fluor	Bcl-B Bim block	RGS7-Gao	ABCG2 inh	Bim-Bcl-W
Cc1ccc(N2C(=O)c3cccc4c(N5CCN(C)CC5)ccc(c34)C2=O)c2cccnc12	105	1.3	-6	-9	19	-6	22	-8	108	0	0
Cc1ccc(N(CC(=O)O)S(C)(=O)=O)cc1	84	-0.1	-2	-4	12	-1	25	-5	?	0	-2
CCCc1nnc(SCC(=O)N2CCCCC2C)n1CCCOC (stereo not given)	93	0.2	-1	0	11	0	10	0	96	1	1
CC(=O)c1c(C)[nH]c(C(=O)CSc2nnc(CN3CCCCCC3=O)n2-c2ccccn2)c1C	100	0.2	-10	-10	6	-6	54	-4	102	0	1
N#C/C(=C/c1ccc(CNS(=O)(=O)c2ccccc2)o1)C(=O)NCc1ccccc1	101	1.0	-3	0	14	-2	5	-2	101	6	0
COc1cccc(CNc2ccc(Br)cn2)c1O	92	0.6	-2	-3	20	0	52	0	91	3	0
CC1=C(C#N)C(/C=N/OCc2ccc(Cl)cc2)CC(=O)N1 (stereo not given)	97	-0.5	-3	-4	12	0	11	-2	96	-1	-4
CCOC(=O)CC(NC(=O)c1ccccc1)c1ccc(OC)cc1 (stereo not given)	102	1.1	-2	-4	22	-3	12	-2	101	1	-1
CC(=O)c1ccc(OCCCC(=O)n2nnc3ccccc32)cc1	101	0.0	-11	-11	14	-9	23	-7	99	0	1
NCCCC[C@H](NC(=O)C1CCNCC1)c1nnc([C@@H](N)CO)o1	102	0.2	1	-4	5	-2	19	-6	102	1	0
CCOc1ccc(-n2c(SCc3cc(=O)oc4cc(C)c(C(C)C)cc34)nnc2-c2cccnc2)cc1	104	1.0	-3	-11	10	-5	11	-6	95	-7	-4
C=CCn1c(N)nc2ccccc21	100	-0.1	-5	-18	12	-8	35	-9	98	0	-5
NC(=O)CSCc1nc2ccccc2s1	92	0.2	0	0	9	4	8	-4	101	0	-2
CCOC(=O)c1ccc2[nH]c(C)cc(=O)c2c1	100	0.0	-1	-1	36	-1	11	-3	95	1	-2
N#C/C(=C\c1ccc(OC(=O)c2cccs2)cc1)c1nc2ccccc2[nH]1	103	-0.2	1	1	15	5	7	0	109	2	2
C=CCn1c(SCC(=O)Nc2cc(C)cc(C)c2)nnc1-c1cnccn1	102	0.5	-3	-3	7	-3	54	-4	99	2	0
Cc1cc(NC(=O)c2c([N+](=O)[O-])c(C)nn2C)no1	110	-0.1	-3	-1	4	0	24	-5	103	0	-1
CCOC(=O)n1c(=O)oc2ccc(Cl)cc21	100	0.8	-2	4	21	-7	18	1	99	2	-1
CCN1CCN(C(=O)c2ccc3c(c2)N(Cc2ccc(F)cc2)C(=O)c2ccccc2S3=O)CC1 (stereo not given)	99	0.2	-9	-8	25	-7	15	-7	96	0	-4
CC1(C)CSC(=NCCc2ccccc2)N1C(=O)c1ccc(C#N)cc1	94	0.1	-6	-1	8	0	8	-1	99	-9	-2
Nc1nc(-c2ccccc2)[nH]c(=O)c1N	116	-0.3	-4	6	6	5	9	-2	114	-1	1
CCOC(=O)C(C(=O)OCC)C(Nc1ccc(Br)cc1)c1ccccc1 (stereo not given)	95	0.3	0	1	10	0	22	2	100	1	1
CN(CC1CCCO1)S(=O)(=O)c1ccc(C(=O)NCc2ccccc2)cc1 (stereo not given)	96	1.8	-2	-5	6	-2	18	-4	96	8	-2
CN(C)c1ccc(NC(=O)CSc2n[nH]c(-c3ccco3)n2)cc1	98	-0.1	0	3	6	-1	25	-1	100	2	3
CCCCN(CCCC)C(=O)CN(C)S(=O)(=O)c1ccc2c(c1)n(C)c(=O)c(=O)n2C	101	0.2	-2	-12	36	-12	24	-4	100	2	0
Cc1nn(Cc2ccc(C(=O)n3cccn3)o2)c(C)c1Br	87	0.4	·	·	4	?	37	·	92	0	·
CCn1c(=O)cc(OCC(=O)N(C)c2ccccc2F)c2ccccc21	108	-1.7	1	0	6	1	21	2	111	-1	-1
Cc1nc2ccccc2n1CC(=O)N/N=C/c1cccs1	99	1.1	-10	-2	4	-3	9	-6	95	12	-2
Cc1ccccc1C(=O)NCCCc1ccccc1	93	·	-3	0	3	-4	11	-3	98	-1	-2
COc1ccc(C(=O)CC2OC(=O)c3ccccc32)cc1OC (stereo not given)	99	0.2	·	·	9	?	63	·	100	2	·
CC(=O)N/C(=C\c1ccc(F)cc1)C(=O)OC(C)C	103	0.4	-9	-1	9	-4	12	-6	104	18	-5
O=C(Nc1ccc(S(=O)(=O)NC2CCCC2)cc1)c1cnccn1	96	0.5	-2	-11	5	-6	29	-9	94	2	-3
O=C(C1=C[C@@H](c2coc3ccccc3c2=O)C[C@@H](OCc2ccc(CO)cc2)O1)N1CCCCCCC1	96	2.4	-1	-4	8	-2	18	-7	99	8	-4
NC(=O)NC(c1ccccc1)c1ccccc1	101	0.7	-4	-9	14	-2	5	-2	100	3	4
COc1cccc(NC(=O)COC(=O)c2cccnc2)c1	101	0.1	-6	-6	9	-2	30	-6	103	5	-7
COc1ccc(-c2cc(C(F)(F)F)nc(N3CCN(Cc4ccccc4)CC3)n2)cc1OC	101	1.6	-7	-8	9	-13	15	-11	100	12	-5
CCOC(=O)CNC(=O)N1CCCC(C(=O)c2ccccc2SC)C1 (stereo not given)	100	0.0	-1	-8	12	0	15	-5	99	2	-3
CC(=O)Nc1ccccc1C(=O)N1CCN(c2cccc(C)c2C)CC1	95	0.0	-3	-8	9	-3	9	-5	102	0	1
COc1ccc(S(=O)(=O)N2CCCCC2C(=O)O)cc1 (stereo not given)	91	0.5	-6	5	5	1	14	-1	97	2	-5
Cc1cc(N2CCOCC2)nc(SCC(=O)c2ccccc2)n1	104	0.2	1	-7	19	-4	15	-6	101	3	1
CCC1Oc2ccc(C)cc2N(CC(=O)NCc2ccco2)C1=O (stereo not given)	97	0.5	2	0	6	-2	24	0	97	1	2
CCOP(=O)(OCC)C(Nc1ccccn1)c1ccc(F)cc1 (stereo not given)	91	0.0	-7	-8	9	-7	13	-7	92	2	-6
Cc1cccc(-[n+]2c(C)cc(C)c3c(=O)[nH]c(=O)[nH]c32)c1	102	0.0	-5	-4	7	-5	12	-6	102	11	0

Look-ups from the results shown.
ABCG2 inh with CCCCN(CCCC)C(=O)CN(C)S(=O)(=O)c1ccc2c(c1)n(C)c(=O)c(=O)n2C → 2
RGS4-Gao reg with CCOP(=O)(OCC)C(Nc1ccccn1)c1ccc(F)cc1 (stereo not given) → 91
RGS7-Gao with Nc1nc(-c2ccccc2)[nH]c(=O)c1N → 114
Bcl-2 Bim block with CCC1Oc2ccc(C)cc2N(CC(=O)NCc2ccco2)C1=O (stereo not given) → -2
RGS7-Gao with CCOC(=O)C(C(=O)OCC)C(Nc1ccc(Br)cc1)c1ccccc1 (stereo not given) → 100
Avidin fluor with COc1ccc(C(=O)CC2OC(=O)c3ccccc32)cc1OC (stereo not given) → 9

Shown bar-delimited: entries from further up.
compound | RGS4-Gao reg | ABCB1 inh | Bim-Bcl-XL | Bim-Bfl-1 | Avidin fluor | Bcl-2 Bim block | GSH bead fluor | Bcl-B Bim block | RGS7-Gao | ABCG2 inh | Bim-Bcl-W
CCOP(=O)(OCC)C(Nc1ccccn1)c1ccc(F)cc1 (stereo not given) | 91 | 0.0 | -7 | -8 | 9 | -7 | 13 | -7 | 92 | 2 | -6
Cc1cccc(-[n+]2c(C)cc(C)c3c(=O)[nH]c(=O)[nH]c32)c1 | 102 | 0.0 | -5 | -4 | 7 | -5 | 12 | -6 | 102 | 11 | 0
Cc1nc2ccccc2n1CC(=O)N/N=C/c1cccs1 | 99 | 1.1 | -10 | -2 | 4 | -3 | 9 | -6 | 95 | 12 | -2

Entries of single compounds as entered above. Order of screens: RGS4-Gao reg, ABCB1 inh, Bim-Bcl-XL, Bim-Bfl-1, Avidin fluor, Bcl-2 Bim block, GSH bead fluor, Bcl-B Bim block, RGS7-Gao, ABCG2 inh, Bim-Bcl-W
Record of CN(CC1CCCO1)S(=O)(=O)c1ccc(C(=O)NCc2ccccc2)cc1 (stereo not given) : 96, 1.8, -2, -5, 6, -2, 18, -4, 96, 8, -2
Record of O=C(Nc1ccc(S(=O)(=O)NC2CCCC2)cc1)c1cnccn1 : 96, 0.5, -2, -11, 5, -6, 29, -9, 94, 2, -3

Bioassay records as filed in PubChem BioAssay.
